# Bioassay records (PubChem BioAssay)
# Hck Nef HTS = inhibitors of Nef-activated human Hck kinase, primary screen, biochemical, Z-Lyte FRET, 384-well, Hck-YEEI | actives 0.68% (n = 220,000) | Tyrosine-protein kinase HCK (Homo sapiens), P08631 | Recombinant Hck-YEEI plus Nef, Z-Lyte FRET kinase assay | inhibition, % at 20 µM | AID 463187, 2010;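 active = Hck-Nef kinase inhibition above about 50%, limit read from the data; inactive = inhibition below that limit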;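 note: 0% = DMSO with Hck plus Nef and 100% = Hck alone without Nef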
# TNF necrop inh = inhibitors of TNF-alpha triggered necroptosis, primary screen, cell-based, Jurkat FADD-/-, single concentration; Jurkat FADD-/- TNF necroptosis rescue, ATP luminescence, 24 h; 0 = TNF only, 100 = no-TNF cells; actives 0.068% (n = 220,000); activation (protection from cell death), % at 10 µM;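 active = activation, meaning protection from cell death, of at least 50% relative to plate controls; inactive = activation below 50%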;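 note: necroptosis triggered by 40 ng/mL TNF-alpha added together with compound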
# Runt-CBFb FRET = inhibitors of RUNX1 Runt–CBFb binding, primary screen, biochemical, FRET, Cerulean-Runt, Venus-CBFb, uHTS. Runt-related transcription factor 1 (Homo sapiens) + Core-binding factor subunit beta …. Cerulean-Runt/Venus-CBFb FRET ratio 530/480, 1 h. inhibition, % at 20 µM. actives 0.46% (n = 220,000);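 active = inhibition over about 50% at 20 µM in the single-dose screen, limit read from the data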;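 note: 0% = DMSO wells and 100% = excess unlabeled CBFb competitor control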
# Target sequence (Q01196 whole entry, looked up): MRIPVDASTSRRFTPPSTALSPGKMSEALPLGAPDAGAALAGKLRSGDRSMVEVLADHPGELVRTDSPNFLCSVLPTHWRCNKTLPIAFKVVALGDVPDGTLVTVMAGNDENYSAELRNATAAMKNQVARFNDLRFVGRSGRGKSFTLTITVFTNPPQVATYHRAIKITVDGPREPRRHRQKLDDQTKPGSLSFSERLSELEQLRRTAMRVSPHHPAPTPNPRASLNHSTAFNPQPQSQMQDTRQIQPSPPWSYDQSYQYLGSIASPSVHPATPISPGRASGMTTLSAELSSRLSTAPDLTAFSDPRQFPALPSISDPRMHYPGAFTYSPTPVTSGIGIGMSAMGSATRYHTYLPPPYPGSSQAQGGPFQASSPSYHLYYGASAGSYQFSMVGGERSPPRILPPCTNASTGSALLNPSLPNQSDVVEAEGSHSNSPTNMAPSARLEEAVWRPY
# Target sequence (Q13951 whole entry, looked up): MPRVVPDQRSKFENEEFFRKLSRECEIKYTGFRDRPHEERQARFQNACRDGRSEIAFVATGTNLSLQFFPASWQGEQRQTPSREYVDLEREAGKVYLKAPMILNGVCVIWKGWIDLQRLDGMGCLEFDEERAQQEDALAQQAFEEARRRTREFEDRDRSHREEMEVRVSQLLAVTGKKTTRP
#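 Doses: 20 µM compound in 1% DMSO | Material: Cerulean-labeled Runt domain protein | Amount: Each fluorescent fusion protein 100 nM | Schedule: Two 1 h room-temperature incubations shielded from light | Measured by: FRET fluorescence | Evaluation: Loss of energy transfer signal | Controls: Unlabeled CBFb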
# EP2 modulator = EP2 receptor modulators, cAMP readout, primary screen, cell-based, HTRF cAMP, PGE2 stimulation; Prostaglandin E2 receptor EP2 subtype (Homo sapiens), P43116; EP2-expressing cells, cAMP HTRF FRET, PGE2 co-stimulation; induction, % at 25 µM; actives 0.83% (n = 260,000); AID 940, 2007;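 active = compounds whose cAMP rise, as percent of the full-agonist control response, exceeds 60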;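 note: rat C6 glioma line stably carrying human EP2 under a CMV promoter; the protocol text gives 20 µM as final concentration; 100% = response of wells given 1 µM PGE2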
# Target sequence (P43116 whole entry, looked up): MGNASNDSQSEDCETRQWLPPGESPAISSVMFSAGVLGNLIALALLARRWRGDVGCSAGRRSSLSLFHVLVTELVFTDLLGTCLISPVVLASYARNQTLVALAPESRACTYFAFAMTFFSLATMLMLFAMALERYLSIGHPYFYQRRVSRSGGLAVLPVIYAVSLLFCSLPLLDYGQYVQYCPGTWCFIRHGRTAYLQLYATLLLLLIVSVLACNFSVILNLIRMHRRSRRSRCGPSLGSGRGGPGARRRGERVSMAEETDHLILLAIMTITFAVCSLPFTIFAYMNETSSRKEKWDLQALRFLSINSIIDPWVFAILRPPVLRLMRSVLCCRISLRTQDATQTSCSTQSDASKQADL
# zVAD death inh = inhibitors of zVAD-triggered necroptosis, primary screen, L929 cells; viability rescue, % at 10 µM; L929 zVAD necroptosis rescue, ATP luminescence, 24 h; with zVAD 60 µM; actives 0.38% (n = 220,000); AID 1377, 2008;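 active = activation, scaled between plate controls, above about 75%, limit read from the data; inactive = activation under that limit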;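 note: 0% = zVAD with DMSO and 100% = DMSO alone without zVAD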
# RBBP9 inh = human RBBP9 inhibitors, primary screen, biochemical, fluorescence polarization, FP-Rh probe, HTS; Serine hydrolase RBBP9 (Homo sapiens), O75884; actives 0.2% (n = 220,000); inhibition, % at 7.94 µM; AID 1515, 2009; recombinant RBBP9;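 active = inhibition above the campaign mean of all tested compounds plus 3 SD, cut at about 14% in these data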;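 note: plate controls were DMSO wells with RBBP9 for no effect and wells lacking RBBP9 protein for full effect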
#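 Test system: recombinant human RBBP9. Quantity: 2.5 µM RBBP9 dispensing solution, before mixing. Detection: FP readout at 525/598 nm. Reagent: Serine-hydrolase probe FP-Rh, 375 nM pre-mixing. Measure: % inhibition. Control set: DMSO-treated enzyme wells and wells lacking RBBP9. Buffer or medium: Tris-NaCl-Pluronic buffer, pH 8.0. Times: preincubation 30 min plus labeling 45 min at 25 °C.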
# Runt-SMMHC FRET = inhibitors of RUNX1 Runt–CBFb-SMMHC binding, primary screen, biochemical, FRET, Cerulean-Runt, Venus-CBFb-SMMHC, uHTS | Runt-related transcription factor 1 (Homo sapiens) + Core-binding factor subunit beta … | Cerulean-Runt/Venus-CBFb-SMMHC FRET ratio 530/480, 1 h | inhibition, % at 20 µM | actives 0.74% (n = 220,000) | AID 1434, 2008;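 active = mean inhibition across duplicate retests at 20 µM reaching about 50%, limit read from the data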;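 note: 0% = DMSO wells and 100% = wells with excess untagged CBFb-SMMHC; inhibitors lower the FRET ratio by blocking Runt binding to CBFb-SMMHC; some results filed as inactive read as strong as hits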
# PERK inh = block of dimerizer-induced PERK translation repression, primary screen, PERK inhibitor project, CHO PERK-DD cells, SEAP luminescence, HTS. actives 0.17% (n = 220,000). AID 1416, 2008. Eukaryotic translation initiation factor 2-alpha kinase 3 (Homo sapiens), Q9NZJ5. inhibition, % at 5.6 µM. CHO PERK-DD fusion, SEAP luminescence translation reporter;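 active = inhibition above the mean inhibition of all tested compounds plus 3 SD, set separately per screening campaign, cut at about 2.9% in these data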;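 note: PERK kinase domain activated by AP20187 dimerizer at 100 nM; 0% = DMSO with dimerizer and 100% = rapamycin at 8.4 µM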
# EP2 antag = human EP2 receptor antagonists, primary screen, TR-FRET cAMP, C6 glioma cells; Prostaglandin E2 receptor EP2 subtype (Homo sapiens), P43116; C6 glioma cells expressing human EP2; cells stimulated with saturating PGE2; inhibition, % at 25 µM; actives 0.52% (n = 260,000); AID 1422, 2008;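 active = percent inhibition above 40 after rounding to a whole number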;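 note: rat C6 glioma host cells with rolipram phosphodiesterase inhibitor present; the protocol text gives 20 µM as final concentration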
# Active calls of the source: *; · = no result given; & = joins results of further samples. Only part of the results is shown; count on the stated rates, not on these rows.
No.	SMILES	Hck Nef HTS	TNF necrop inh	Runt-CBFb FRET	EP2 modulator	zVAD death inh	RBBP9 inh	Runt-SMMHC FRET	PERK inh	EP2 antag
1	CN(Cc1ccccn1)Cc1nc(Cc2ccccc2Cl)no1	17	3.8	·	-8	2.2	-11	·	0.2	8
2	CCCOc1ccc2oc(=O)c3c(c2c1)CCCN3C(=O)CN1CCN(c2ncccn2)CC1	8	2.0	-11	·	-0.5	-2	-1	0.5	16
3	N#Cc1ccc(-c2ccco2)nc1SCC(=O)c1ccc(Cl)cc1	-1	0.2	·	8	-0.8	4	-121	1.1	22
4	CCc1ccc(CC2S/C(=C(\C#N)C(C)=O)NC2=O)cc1 (stereo not given)	-1	-5.8	0	17	0.1	-3	-10	0.5	9
5	Cc1cc(C)nc(SCc2nnc(SCC(=O)N3CCCc4ccccc43)o2)n1	2	-0.4	0	3	-0.3	0	-3	-2.1	6
6	N#Cc1ccsc1NC(=O)COC(=O)CCCSc1nc2ccccc2s1	-1	0.6	-1	-3	0.5	-16	0	-0.5	22
7	COc1ccc(Cl)cc1NC(=O)CN1CCCCCC1	19	2.8	-1	-1	1.5	1	0	-0.1	6
8	O=C(CC(=O)c1ccccc1)Nc1ccc2c(c1)OCCO2	2	-2.5	-1	-34	0.3	-9	-6	-0.1	13
9	COc1ccc(CC(=O)Nc2cc(C)on2)cc1OC	-2	1.6	2	13	0.6	5	1	-0.3	·
10	O=C(CN1CCN(c2ccccn2)CC1)N1c2ccccc2Sc2ccc(C(F)(F)F)cc21	-1	-3.5	-1	27	0.4	-2	-1	-0.5	1
11	Cc1c(N=Cc2c(O)n(Cc3ccco3)c(=O)c3ccccc23)c(=O)n(-c2ccccc2)n1C	14	-3.1	-65&-46	-14	-0.7	-7	-104&-85	-1.2	10
12	CCOC(=O)C1Sc2[nH]c(=O)sc2C(c2ccc(Cl)cc2)C1C(=O)OCC (stereo not given)	5	-2.4	8	45	-0.1	-2	6	-0.2	17
13	Cc1cc(C)n(-c2ccc(C(=O)Nc3ccc(S(=O)(=O)N(C)C)cc3)cc2)n1	8	-8.0	-2	20	0.5	-7	1	-0.2	12
14	CSCC[C@H](NC(=O)CCn1nnc2ccccc2c1=O)C(=O)O	-1	1.0	0	-3	1.0	-5	2	0.6	9
15	Cc1ncn(C23CC4CC(CC(O)(C4)C2)C3)n1	0	0.2	-1	-2	1.3	2	-4	1.4	15
16	C#CCOCCOCCOCCNc1nc(N2CCN(C(=O)[C@H]([C@@H](C)CC)n3cc([C@@H](N)CO)nn3)CC2)nc(N2CCN(C(=O)[C@H](Cc3cc4ccccc4[nH]3)n3cc([C@@H](N)C(C)CC)nn3)CC2)n1 (stereo not given in full)	-15	1.7	4	-15	-0.5	-1	-1	-0.7	·
17	CCOC(=O)c1cnc(SCc2cccc3ccccc23)nc1N	1	-1.2	3	-9	0.2	4	-1	1.3	11
18	O=C(O)CCC(=O)NNC(=O)c1ccc(-c2ccccc2)cc1	-2	2.0	0	-2	0.2	-1	1	0.2	10
19	CN1CCN(C(=O)C2=C[C@@H](c3coc4ccccc4c3=O)C[C@@H](OCc3ccc(CO)cc3)O2)CC1	-3	1.3	-1	10	-0.6	-2	2	0.3	16
20	Nc1c(C(=O)NCCN2CCOCC2)c2nc3ccccc3nc2n1CCc1ccccc1F	51*	-6.8	70*	4	0.0	-14	61*	-1.2	·
21	CC(C)Cc1nn2c(=O)cc(O)nc2s1	1	0.3	2	7	-0.5	-8	4	0.2	3
22	O=C(CCCc1cccs1)N1CCN(S(=O)(=O)c2ccccc2Br)CC1	1	-3.2	-2	-60	0.7	-4	2	-0.9	·
23	O=c1oc2c(CN3CCCCC3)c(O)ccc2c2c1CCCC2	37	0.3	23	11&2	-0.4	-9	50	-1.1	12&14
24	Cc1cccn2cc(CCNS(=O)(=O)c3ccc([N+](=O)[O-])cc3)nc12	-1	3.7	-2	16	2.7	-3	-2	0.6	3
25	N#Cc1cccc(NC(=O)CSc2n[nH]c(=O)[nH]c2=O)c1	10	0.2	-1	8	-0.5	5	0	1.9	5

# Shown with two lines to a compound: 13 of the compounds above.
# The line under a structure holds: Hck Nef HTS, TNF necrop inh, Runt-CBFb FRET, EP2 modulator, zVAD death inh, RBBP9 inh, Runt-SMMHC FRET, PERK inh, EP2 antag
13) Cc1cc(C)n(-c2ccc(C(=O)Nc3ccc(S(=O)(=O)N(C)C)cc3)cc2)n1
 : 8, -8.0, -2, 20, 0.5, -7, 1, -0.2, 12
14) CSCC[C@H](NC(=O)CCn1nnc2ccccc2c1=O)C(=O)O
 : -1, 1.0, 0, -3, 1.0, -5, 2, 0.6, 9
15) Cc1ncn(C23CC4CC(CC(O)(C4)C2)C3)n1
 : 0, 0.2, -1, -2, 1.3, 2, -4, 1.4, 15
16) C#CCOCCOCCOCCNc1nc(N2CCN(C(=O)[C@H]([C@@H](C)CC)n3cc([C@@H](N)CO)nn3)CC2)nc(N2CCN(C(=O)[C@H](Cc3cc4ccccc4[nH]3)n3cc([C@@H](N)C(C)CC)nn3)CC2)n1 (stereo not given in full)
 : -15, 1.7, 4, -15, -0.5, -1, -1, -0.7, ·
17) CCOC(=O)c1cnc(SCc2cccc3ccccc23)nc1N
 : 1, -1.2, 3, -9, 0.2, 4, -1, 1.3, 11
18) O=C(O)CCC(=O)NNC(=O)c1ccc(-c2ccccc2)cc1
 : -2, 2.0, 0, -2, 0.2, -1, 1, 0.2, 10
19) CN1CCN(C(=O)C2=C[C@@H](c3coc4ccccc4c3=O)C[C@@H](OCc3ccc(CO)cc3)O2)CC1
 : -3, 1.3, -1, 10, -0.6, -2, 2, 0.3, 16
20) Nc1c(C(=O)NCCN2CCOCC2)c2nc3ccccc3nc2n1CCc1ccccc1F
 : 51*, -6.8, 70*, 4, 0.0, -14, 61*, -1.2, ·
21) CC(C)Cc1nn2c(=O)cc(O)nc2s1
 : 1, 0.3, 2, 7, -0.5, -8, 4, 0.2, 3
22) O=C(CCCc1cccs1)N1CCN(S(=O)(=O)c2ccccc2Br)CC1
 : 1, -3.2, -2, -60, 0.7, -4, 2, -0.9, ·
23) O=c1oc2c(CN3CCCCC3)c(O)ccc2c2c1CCCC2
 : 37, 0.3, 23, 11&2, -0.4, -9, 50, -1.1, 12&14
24) Cc1cccn2cc(CCNS(=O)(=O)c3ccc([N+](=O)[O-])cc3)nc12
 : -1, 3.7, -2, 16, 2.7, -3, -2, 0.6, 3
25) N#Cc1cccc(NC(=O)CSc2n[nH]c(=O)[nH]c2=O)c1
 : 10, 0.2, -1, 8, -0.5, 5, 0, 1.9, 5

# The main list resumes, repeating the 2 entries before the break.
No.	SMILES	Hck Nef HTS	TNF necrop inh	Runt-CBFb FRET	EP2 modulator	zVAD death inh	RBBP9 inh	Runt-SMMHC FRET	PERK inh	EP2 antag
24	Cc1cccn2cc(CCNS(=O)(=O)c3ccc([N+](=O)[O-])cc3)nc12	-1	3.7	-2	16	2.7	-3	-2	0.6	3
25	N#Cc1cccc(NC(=O)CSc2n[nH]c(=O)[nH]c2=O)c1	10	0.2	-1	8	-0.5	5	0	1.9	5
26	Cc1ccc(C)c(NC(=O)CCN2CCOCC2)c1	1	-0.1	0	-7	1.0	4	-1	1.1	4
27	c1ccc(C2C3=C(CCCC3)Nc3ncnn32)cc1 (stereo not given)	-1	0.1	-1	5	1.3	1	-2	-0.1	7
28	O=C(O)Cn1nc(C(F)(F)F)c2c1CCCC2	-8	0.2	0	4&11	6.0	2	-4	0.1	7&5
29	COC(=O)c1cc(NC(=O)CN(c2cccc(OC)c2)S(=O)(=O)c2ccccc2)ccc1Cl	0	1.3	1	6	-0.8	-24	3	-0.4	20
30	O=C1NCCN(Cc2cccc(Oc3ccccc3)c2)C1CC(=O)N1CCCO1 (stereo not given)	25	-0.4	2	10	-0.8	-9	6	0.3	17
31	COc1ccc(-c2nnc3ccc(SCC(=O)Nc4cc(C)on4)nn23)cc1	25	0.4	-1	4	0.3	7	3	0.6	4
32	CCOc1ccc(/C=C2\N=C(c3cccs3)OC2=O)cc1OC	5	-2.3	0	28	·	-1	3	1.1	4
33	COc1ccc(OC)c(NC2c3ncccc3C(=O)N2Cc2ccco2)c1 (stereo not given)	0	-0.5	8	22	1.5	1	7	-0.1	7
34	CCCCn1c(SCC(=O)N2CCCC2)nc2cc(S(N)(=O)=O)ccc21	26	-0.5	3	5	1.9	1	-5	0.9	8
35	O=C(/C=C/c1ccccc1)NCCOc1ccccc1	-1	2.4	-1	-5	1.6	-5	-2	0.7	9
36	CC1(CC(=O)N/N=C/c2cc(Br)c(O)cc2O)OCCO1	1	-1.1	5	-2	0.6	6	15	1.2	-7
37	Cn1cc([N+](=O)[O-])c(C(=O)Nc2ccc3c(c2)OCCO3)n1	0	-3.9	-1	33	0.4	-11	2	0.4	7
38	CCc1cccc(C)c1NC(=O)COC(=O)Cc1ccsc1	1	2.1	-3	27	-0.4	-3	0	1.7	9
39	CCN(CC)S(=O)(=O)c1ccc(/C=C/C(=O)Nc2ccccc2N2CCOCC2)cc1	12	-2.0	-2	1	1.7	-12	-3	-2.4	7
40	COc1ccc(NC(=O)CC(C)=O)c(OC)c1	30	1.0	1	19	0.4	1	2	1.0	8
41	COc1ccc(-n2nnnc2SCC(=O)N2CCN(C(=O)c3ccco3)CC2)cc1OC	-5	0.7	0	-21	1.4	-4	-6	0.4	8
42	COCC(=O)NC(c1ccccc1)c1ccccc1	13	-1.2	-2	8	-0.4	-7	1	0.6	10
43	CCCCC(=O)N(Cc1ccc(F)cc1)C1CCS(=O)(=O)C1 (stereo not given)	12	5.7	3	25	0.4	3	-4	0.2	9
44	COc1ccc(-c2noc(COc3ccc4c(c3)OCO4)n2)cc1OC	7	-0.8	1	-47	0.2	4	4	-0.1	10
